12-LOX inh: Primary qHTS assay for inhibitors of human arachidonate 12S-lipoxygenase (ALOX12): Round 2; Polyunsaturated fatty acid lipoxygenase ALOX12 (Homo sapiens), P18054; purified 12hLO, xylenol orange hydroperoxide absorbance; Potency, µM (series often up to 108 µM), for the others: at the highest dose activity change, negative = inhibition, usual class: inhibitors; hit rate 1.1% among 580,000; AID 1671190, 2021; further: potency means the concentration at half of the fitted maximal effect; on the % scale 0 is the no-effect control and ±100 the full control effect
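Purified human 12hLO at 150 nM in 25 mM Hepes, 0.01% Triton X-100, pH 7.0, preincubated 15 min at room temperature with compound. Reaction started with 40 uM arachidonic acid, 30 min at room temperature. Hydroperoxide measured by Fe-xylenol orange, 573/405 nm absorbance ratio.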
Vif-APOBEC3G blk: qHTS for Inhibitors of Vif-A3G Interactions: qHTS | AID 602310, 2012 | DNA dC->dU-editing enzyme APOBEC-3G (Homo sapiens), Q9HC16 | hit rate 0.076% among 410,000 | HeLa A3G-eYFP + Vif (tagged APOBEC3G with the HIV-1 protein that degrades it), YFP fluorescence, overnight | Potency, µM (top dose mostly 46.1 µM), for inactives: at the highest dose activity, negative = active, hits mostly inhibitors;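 further: potency means the concentration at half of the fitted maximal effect; on the % scale 0 is the no-effect control and ±100 the full control effect; nearly all actives have a fitted effect of over 60% in size; hits raise eYFP signal because A3G escapes Vif-driven loss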
Target sequence (Q9HC16 whole entry, looked up): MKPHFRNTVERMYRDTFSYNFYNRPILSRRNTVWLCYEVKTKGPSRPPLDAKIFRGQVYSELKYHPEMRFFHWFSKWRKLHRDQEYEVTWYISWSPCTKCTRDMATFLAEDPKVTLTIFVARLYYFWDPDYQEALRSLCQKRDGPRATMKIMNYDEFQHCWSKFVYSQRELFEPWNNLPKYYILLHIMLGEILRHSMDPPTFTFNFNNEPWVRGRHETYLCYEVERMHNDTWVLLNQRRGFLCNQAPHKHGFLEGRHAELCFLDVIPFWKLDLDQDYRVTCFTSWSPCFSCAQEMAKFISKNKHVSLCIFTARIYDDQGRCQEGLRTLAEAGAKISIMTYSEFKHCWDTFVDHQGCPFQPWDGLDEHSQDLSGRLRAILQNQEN
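Read-out is eYFP fluorescence (Ex 488/Em 500-530) from Vif-expressing HeLa A3G-eYFP cells; more signal means A3G escaped Vif-mediated degradation. Cells plated overnight, compound pinned in, incubated overnight at 37 deg C.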
LDHA block: qHTS assay for inhibitors of human lactate dehydrogenase | hit rate 0.15% among 480,000 | activity change, % (values are at about 110 or 230 µM) | purified LDHA, NADH/diaphorase-resazurin fluorescence; active compounds read low | L-lactate dehydrogenase A chain (Homo sapiens), P00338; in the data active means activity change below about -30%; inconclusive means mostly about -25% to -30%;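 further: plate controls were DMSO wells for no effect and wells without enzyme for full effect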
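Human LDH5 (2 nM) was incubated with 0.06 mM NADH and 0.2 mM pyruvate for 5 min at room temperature in Tris pH 7.4. Remaining NADH was coupled through diaphorase/resazurin, and resorufin fluorescence was read at 0 and 20 min.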
Glioma ERSR ind: qHTS for Inducers of the Endoplasmic Reticulum Stress Response (ERSR) in Human Glioma: qHTS | U87-MG GRP78 promoter luciferase reporter, 16 h | Potency, µM, without a hit: at the highest dose activation, most hits filed as activators | hit rate 0.02% among 420,000 | AID 602332, 2012; further: potency means the concentration at half of the fitted maximal effect; series mostly up to about 76 µM; % of control where 0% means no effect; nearly all actives have a fitted effect of over 35% in size
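Stably transfected U87-MG glioma cells carrying a GRP78-based luciferase sensor; 16 h compound incubation. Luminescence end-point read 10 min after Bright-Glo addition at room temperature.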
RGS4 inhibitor: Inhibitors of Regulator of G Protein Signaling (RGS) 4: qHTS; Transcreener GDP fluorescence polarization, RGS4-accelerated GTP hydrolysis; Potency, µM (highest dose often 114 µM), without a hit: top-dose activity change, negative = inhibition, usual class: inhibitors; hit rate 0.039% among 390,000; further: potency means the concentration at half of the fitted maximal effect; on the % scale 0 is the no-effect control and ±100 the full control effect; nearly all actives have a fitted effect of over 75% in size; some results filed as inactive show a strong effect at the top dose
Target sequence (P49798 whole entry, looked up): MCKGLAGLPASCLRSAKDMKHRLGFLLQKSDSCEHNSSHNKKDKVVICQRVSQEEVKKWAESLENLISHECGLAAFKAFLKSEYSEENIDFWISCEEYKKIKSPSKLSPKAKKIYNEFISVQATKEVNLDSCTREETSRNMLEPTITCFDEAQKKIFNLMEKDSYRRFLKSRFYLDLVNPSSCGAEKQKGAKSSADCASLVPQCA
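MLSMR compounds (23 nl, pin-transferred) preincubated 10 min at room temperature with a 500nM (2x) first reagent, then RGS4 at 900nM (2x) plus Transcreener GDP mix added; fluorescence polarization (620/688 nm) read before and after 90 min at 30 °C.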
Vif-APOBEC3F blk: qHTS for Inhibitors of Vif-A3F Interactions: qHTS. HeLa A3F-eYFP + Vif (tagged APOBEC3F with the HIV-1 protein that degrades it), YFP fluorescence increase. hit rate 0.2% among 390,000. Potency, µM (series often up to 46.1 µM), inactives show at the top dose activity, negative = active; further: potency means the concentration at half of the fitted maximal effect; % of control where 0% means no effect; nearly all actives have a fitted effect of over 65% in size
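Fluorescence increase (Ex 488/Em 500-530) after overnight compound treatment at 37 deg C flags inhibition of Vif-driven A3F-eYFP loss in stable HeLa A3F-eYFP/Vif cells seeded overnight beforehand.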
D2 antagonist: HTS Assay for Allosteric Antagonists of the Human D2 Dopamine Receptor: Primary Screen for Antagonists; HEK293 TREx D2 cells, calcium flux, dopamine EC80; inhibition, % at 10 µM; hit rate 2% among 340,000; AID 485344, 2010; in the data active means inhibition above about 30%; further: 0% is about no effect
Target sequence (P14416 whole entry, looked up): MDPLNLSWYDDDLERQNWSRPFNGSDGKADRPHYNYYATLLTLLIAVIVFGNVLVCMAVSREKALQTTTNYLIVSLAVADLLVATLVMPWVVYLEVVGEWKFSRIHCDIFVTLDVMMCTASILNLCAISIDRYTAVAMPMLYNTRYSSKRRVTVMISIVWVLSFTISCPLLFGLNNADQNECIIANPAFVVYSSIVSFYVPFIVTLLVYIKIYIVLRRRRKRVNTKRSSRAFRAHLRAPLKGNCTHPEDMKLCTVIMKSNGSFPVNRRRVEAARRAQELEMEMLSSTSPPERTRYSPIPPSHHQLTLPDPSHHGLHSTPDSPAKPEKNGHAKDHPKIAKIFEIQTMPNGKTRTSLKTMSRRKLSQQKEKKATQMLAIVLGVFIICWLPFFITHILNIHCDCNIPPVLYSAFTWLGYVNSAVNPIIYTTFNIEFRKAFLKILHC
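Read-out: kinetic calcium fluorescence (1 cycle/s) in inducible HEK293 T-REx D2 cells after an EC80 dopamine addition that followed 180 s compound preincubation. Loss of the dopamine response indicates antagonism.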
ERG-DNA inh: qHTS for Small Molecule Inhibitors of the ERG Ets/DNA interaction | hit rate 0.028% among 370,000 | Potency, µM (top dose mostly 76.9 µM), inactives show at the top dose FP activity, negative = inhibition, usual class: inhibitors | Transcriptional regulator ERG (Homo sapiens), P11308 | AID 624246, 2012 | fluorescence polarization, His-ERG Ets domain / labelled DNA; active means well fitted inhibition curve with a large enough effect in the polarisation, with a control signal flat; inconclusive means small, poorly fitted or top-dose-only effect, or effect the other way, or a change in a side signal; inactive means no such curve, though single readings can be large or run the other way; the % refers to the polarisation;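 further: polarization taken with two DNA probes labelled with fluorescein and Texas red; potency means the concentration at half of the fitted maximal effect; % of control where 0% means no effect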
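His-tagged ERG Ets domain (1 uM in the protein solution; 300mM KCl, 50mM Tris-HCl, 1mM EDTA, 1mM DTT, pH 7.5) received compound, then a probe mix of 5 nM fluorescein-DNA and 100nM Texas-615-DNA. Fluorescence polarization was read for both dyes.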
D2 ag: HTS Assay for Allosteric Agonists of the Human D2 Dopamine Receptor: Primary Screen for Agonists; D(2) dopamine receptor (Homo sapiens), P14416; HEK293 T-REx D2 cells, calcium flux agonist mode; activation, % at 2 µM; hit rate 0.53% among 340,000;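 active means activation over 3 SD above normal in the single-dose calcium agonist read, cut at about 30% in these data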; further: 0% is about no effect
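HEK293 Trex D2 cells, tetracycline-induced, o/n 30 C 5% CO2; no-wash Ca dye, RT 30–90 min; 10-cycle baseline, 23 nl cpd added, kinetic Ca read 180 s; agonist hits = positive Ca response.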
Active calls of the source: *; ? = inconclusive; . = not tested or not shown; [ ] = another dose, or the depositor's remark. Unless noted, the call rests on the fitted dose curve; in most records, active means well fitted curve in the direction sought with a large enough effect; inconclusive means small, poorly fitted or top-dose-only effect, or another doubt; inactive means no such curve, though single readings can be large; an effect the other way counts as inactive or inconclusive.

[1] CCS(=O)(=O)N1CCC(C(=O)NCCCN2CCCC2)CC1
[2] CCOc1ccc(NC(=O)CCN2CCCCC2)cc1
[3] CS(=O)(=O)NN1C(=O)c2ccccc2NC1c1cccc(O)c1 (configuration not stated)
[4] NC(N)=Nc1nc(CCN2C(=O)c3ccccc3C2=O)cs1
[5] CSc1ccc(CNC(=O)CCc2c(C)nn(-c3ccc(N4CCCC4)nn3)c2C)cc1
[6] Cc1ccc(C)c(C(=O)COC(=O)c2ccc(Br)o2)c1
[7] O=C(O)c1ccc(S(=O)(=O)N2CCCCCC2)cc1
[8] O=C(CN1CCN(c2ccccn2)CC1)Nc1ccc(OCc2ccccc2)cc1
assay / entry	1	2	3	4	5	6	7	8
12-LOX inh	2%	-52%	4%	0%	-6%	-10%	82%[activator]	0%
Vif-APOBEC3G blk	1%	-8%	2%	3%	-3%	-1%	0%	1%
LDHA block	-1	-5	-1	-2	-2	0	1	0
Glioma ERSR ind	-1%	-3%	-3%	-7%	1%	-3%	-3%	4%
RGS4 inhibitor	-14%	26%	-13%	12%	2%	-13%	-2%	8%
Vif-APOBEC3F blk	-1%	-2%	-1%	0%	0%	.	1%	4%
D2 antagonist	-7	4	17	.	.	5	-5	57*
ERG-DNA inh	.	-5%	?	1%	-3%	-9%	4%	-5%
D2 ag	0.8	-0.2	0.4	.	.	-0.4	-0.4	13

[9] COc1ccc(NC(=O)Cn2c(=O)cnc3ccccc32)cc1S(=O)(=O)N1CCCCC1
[10] O=C(CC1(O)C(=O)Nc2ccccc21)c1ccccc1 (configuration not stated)
[11] N#CC1=C(N)NC(SCC(=O)Nc2ccccc2)=C(C#N)C12CCCC2
[12] COC(=O)[C@H](CCSC)NC(=O)NCc1ccccc1F
[13] CC(=O)c1ccc(OCCCC(=O)NC2=NCCS2)cc1
[14] Cc1ccc(C)c(N2CCN(c3ccc4cc(S(=O)(=O)N5CCCCC5)ccc4n3)CC2)c1
[15] CCCCn1c(N)c(N(CC(C)C)C(=O)C2CCN(S(=O)(=O)c3ccc(OCC)cc3)CC2)c(=O)[nH]c1=O
[16] CC(C)(C)NC(=O)C1Cc2ccccc2CN1S(=O)(=O)c1ccc(F)cc1 (configuration not stated)
assay / entry	9	10	11	12	13	14	15	16
12-LOX inh	-9%	-10%	-32%	-2%	?	?	?	-16%
Vif-APOBEC3G blk	0%	1%	-7%	-5%	1%	0%	1%	-2%
LDHA block	-1	-1	-3	4	1	-2	-3	0
Glioma ERSR ind	-3%	-2%	-3%	-3%	0%	-1%	-2%	-3%
RGS4 inhibitor	-5%	-21%	-38%	-7%	10%	15%	31%	5%
Vif-APOBEC3F blk	-2%	3%	1%	-5%	0%	-20%	-20%	?
D2 antagonist	-5	0	-11	-3	-8	24	.	2
ERG-DNA inh	9%	6%	-2%	-1%	-5%	7%	6%	-1%
D2 ag	1.7	0.1	1.5	0.6	0.1	4.5	.	11

[17] COc1cc(C(=O)Nc2ccc(O)cc2C(=O)O)ccc1OC(C)=O
[18] Cc1c(C(=O)NCCc2ccc(Cl)cc2)sc2nc3n(c(=O)c12)CCCC3
[19] O=S(=O)(c1cccc(F)c1)N1CCCN(c2ccc(C(F)(F)F)cn2)CC1
[20] COc1cc(CCC(C)NCc2ccccc2)ccc1O (configuration not stated)
[21] COc1cc(C(C(=O)NCC2CCCO2)N(C(=O)Cn2nnc3ccccc32)c2ccc(OC)c(OC)c2)ccc1O (configuration not stated)
[22] O=C(O)CCNC1C=CS(=O)(=O)C1 (configuration not stated)
[23] Cc1cc(C)cc(Cn2c3ccc(NC(=O)NCc4ccc(F)cc4)cc3c(=O)n2C)c1
[24] COc1cccc(C(=O)Cn2c(NCCCO)nc3ccccc32)c1
assay / entry	17	18	19	20	21	22	23	24
12-LOX inh	?	-11%	107%[activator]	-2%	-6%	1%	?	13%
Vif-APOBEC3G blk	2%	.	2%	4%	-1%	-1%	-5%	0%
LDHA block	-3	-1	-7	2	-1	2	1	0
Glioma ERSR ind	-4%	.	-3%	-7%	-4%	-2%	-4%	-2%
RGS4 inhibitor	-9%	-17%	13%	-4%	17%	-54%	.	5%
Vif-APOBEC3F blk	-9%	.	5%	0%	-27%	?	.	11%
D2 antagonist	-9	.	-30	75*	10	8	.	-4
ERG-DNA inh	-5%	-5%	5%	5%	6%	1%	.	8%
D2 ag	0.1	.	-0.9	79*	5.9	0.5	.	-2.1

[25] CC(NC(=O)c1ccc(N)cc1)c1ccccc1 (configuration not stated)
[26] CCC(CC)C(=O)N(C)c1c(C)nc2c(OCC=C(C)C)cccn12
[27] CCOC(=O)c1ccc(NS(=O)(=O)c2ccc3[nH]c4c(c3c2)CCCCC4)cc1
[28] CCN(CC)C(=O)C1CCN(CC2CC=CCC2)CC1 (configuration not stated)
[29] CCn1c(SCC(=O)Nc2nc(C)c(C(=O)OC)s2)nnc1C(C)C
[30] COc1ccc(S(=O)(=O)N2CCN(Cc3nc4ccc(C)cc4o3)CC2)cc1Cl
[31] CCOC(=O)c1ccc(NC2c3ccccc3C(=O)N2c2ccccn2)cc1 (configuration not stated)
[32] C=CCn1nc2ccccc2c1OCCO
assay / entry	25	26	27	28	29	30	31	32
12-LOX inh	19%	21%	?	-44%	1%	-18%	19%	12%
Vif-APOBEC3G blk	-9%	-1%	?	1%	1%	0%	-1%	-3%
LDHA block	-7	-5	5	-15	-12	-1	0	-3
Glioma ERSR ind	-2%	-4%	2%	3%	-4%	-4%	-3%	0%
RGS4 inhibitor	5%	.	3%	33%	-16%	13%	20%	7%
Vif-APOBEC3F blk	7%	.	?	-7%	-2%	1%	-16%	5%
D2 antagonist	-9	.	.	2	3	.	6	7
ERG-DNA inh	0%	.	-5%	2%	12%	3%	3%	10%
D2 ag	-0.4	.	1.3	1.1	0.5	-2.5	0.2	0.9

Of the compounds above, these have a COOH group:
[7] O=C(O)c1ccc(S(=O)(=O)N2CCCCCC2)cc1
[17] COc1cc(C(=O)Nc2ccc(O)cc2C(=O)O)ccc1OC(C)=O
[22] O=C(O)CCNC1C=CS(=O)(=O)C1 (configuration not stated)
assay / entry	7	17	22
12-LOX inh	82%[activator]	?	1%
Vif-APOBEC3G blk	0%	2%	-1%
LDHA block	1	-3	2
Glioma ERSR ind	-3%	-4%	-2%
RGS4 inhibitor	-2%	-9%	-54%
Vif-APOBEC3F blk	1%	-9%	?
D2 antagonist	-5	-9	8
ERG-DNA inh	4%	-5%	1%
D2 ag	-0.4	0.1	0.5

Next part.
[33] CC1CCN(CC(CS(=O)(=O)c2ccc([N+](=O)[O-])cc2)N2CCC(C)CC2)CC1 (configuration not stated)
[34] CC(C)c1nnc(NC(=O)CSc2ncn[nH]2)s1
[35] CCOc1ccc(NS(=O)(=O)c2ccc(C(=O)NCC3(N4CCCCC4)CCCCC3)cc2)cc1
[36] COc1cc(C(=O)N=c2sccn2C)c([N+](=O)[O-])cc1OC
[37] CC1CN(Cc2cn(C)nc2-c2ccc(Oc3ccccc3)cc2)CCN1C (configuration not stated)
[38] CC(C)C(=O)Nc1ccc(NC(=O)c2cccc3c(Br)cccc23)cc1
[39] NC(=O)c1ccc(NC(=O)CN2CCN(Cc3ccccc3)CC2)cc1
[40] CCN(CC)CCN(Cc1cc2cc3c(cc2[nH]c1=O)OCCO3)C(=S)NCCOC
assay / entry	33	34	35	36	37	38	39	40
12-LOX inh	-23%	?	?	0%	-8%	0%	-1%	-1%
Vif-APOBEC3G blk	0%	4%	1%	-2%	3%	1%	1%	0%
LDHA block	-5	-5	2	-2	-5	-6	-1	4
Glioma ERSR ind	-5%	0%	-1%	3%	-1%	-3%	-3%	-5%
RGS4 inhibitor	22%[11.4 µM]	13%	-13%	-1%	20%	-25%[56.9 µM]	-23%	.
Vif-APOBEC3F blk	1%	-9%	2%	1%	-1%	11%	-7%	0%
D2 antagonist	2	14	8	-13	5	13	-4	.
ERG-DNA inh	-3%	4%	4%	-9%	-1%	6%	1%	.
D2 ag	1.6	0.8	7.9	1.1	-0.6	-0.3	0.2	.

[41] COc1ccc(NC(=O)Nc2ccc(C)cc2OC(F)F)cc1OC
[42] COc1cccc(OCc2cc(C(=O)N(C)C3CCCCC3)no2)c1
[43] C1=C(c2ccc(-c3ccccc3)cc2)Nc2ncnn2C1c1ccco1 (configuration not stated)
[44] NNC(=O)CN1C(CN2CCOCC2)=Nc2ccc(Br)cc2C1c1ccccc1 (configuration not stated)
assay / entry	41	42	43	44
12-LOX inh	-21%	-3%	3%	7%
Vif-APOBEC3G blk	2%	0%	10%	-1%
LDHA block	-2	0	-1	-5
Glioma ERSR ind	-4%	-1%	8%	-2%
RGS4 inhibitor	-7%	.	?	-11%
Vif-APOBEC3F blk	3%	0%	?	-22%
D2 antagonist	-20	.	-10	83*
ERG-DNA inh	1%	.	5%	4%
D2 ag	0.1	.	13	1.2

High-throughput results: PubChem BioAssay, National Center for Advancing Translational Sciences (NCATS)

Not all compounds are listed (hit frequency here may not be typical).
